# Assay outcomes (PubChem)
# GSK3A inh – blocks human GSK-3 alpha kinase | ADP-Glo luminescence, 60 min | 320,000 tested, 0.1% active | inhibition, % at 10 µM | P49840;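 in the data active = inhibition above about 50%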;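 also: GST-tagged GSK-3 alpha with peptide substrate and 25 µM ATP; 0% = DMSO neutral wells and 100% = GW8510 positive control wells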
# Target sequence (P49840 whole entry, looked up): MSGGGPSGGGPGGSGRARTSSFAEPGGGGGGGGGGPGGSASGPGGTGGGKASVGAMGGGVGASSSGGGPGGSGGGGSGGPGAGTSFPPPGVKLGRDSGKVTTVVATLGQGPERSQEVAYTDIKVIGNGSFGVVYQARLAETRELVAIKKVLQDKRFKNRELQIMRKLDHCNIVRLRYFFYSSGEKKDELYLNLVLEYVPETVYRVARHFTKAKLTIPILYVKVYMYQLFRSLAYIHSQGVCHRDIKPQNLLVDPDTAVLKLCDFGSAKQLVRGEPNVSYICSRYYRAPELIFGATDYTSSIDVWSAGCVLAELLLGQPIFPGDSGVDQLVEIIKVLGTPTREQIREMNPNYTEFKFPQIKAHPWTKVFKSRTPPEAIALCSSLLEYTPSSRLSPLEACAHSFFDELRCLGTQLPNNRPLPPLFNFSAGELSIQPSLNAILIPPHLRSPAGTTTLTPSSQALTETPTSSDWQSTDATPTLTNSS
# IEC-6 cytotox – counter-screen for KLF5 inhibitors: cytotoxicity in IEC-6 cells | IEC-6 cytotoxicity, luminescence viability | inhibition, % at 5 µM | 290,000 tested, 0.78% active; in the data active = inhibition above about 22%;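 also: 0% = plate median of test compound wells and 100% = cytotoxic reference compound wells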
# KLF5 inh – suppresses KLF5 promoter-driven expression; DLD-1 KLF5 promoter-luciferase reporter, luminescence; inhibition, % at 5 µM; 290,000 tested, 0.23% active;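 active = inhibition above a per-plate limit of that plate's mean compound inhibition plus 3 SD, cut at about 60% in these data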;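 also: 0% = DMSO wells and 100% = LY294002 at 200 µM; higher means less KLF5 promoter-driven luciferase light; inactives centre near -14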
# HSF-1 act – increases HSF-1 driven luciferase reporter signal | activation, % at 9 µM | 300,000 tested, 1.7% active | NIH3T3-HGL HSF-1 luciferase reporter, MG132, 8 h; 100% = twice DMSO control signal;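 active = mean replicate activation of at least 50% with a set share of replicates each reaching 50%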;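 also: 0% = median of the neutral control wells and 100% = twice that signal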
# AI-2 QS modul – modulates the Vibrio harveyi AI-2 quorum sensing system. 300,000 tested, 0.4% active. activity change, % at 7.5 µM. Vibrio harveyi JMH597 AI-2 luminescence/OD600 ratio, 9 h; stronger effect = lower value; strain lacks LuxN and CqsS sensors; 0 = neutral-control median; in the data active = activity change below about -75%, passing the limit was not always enough;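 also: luminescence divided by OD600 gain over 9 h not by final OD600 alone; inactives centre near 13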
# HSF1 inhib – HSF1 inhibition; NIH3T3-HGL HSE-luciferase, MG132-induced, luminescence 8 h; stronger effect = lower value; activity change, negative = inhibition, % at 7.5 µM (by protocol); 300,000 tested, 0.77% active;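 active = more than half of replicate wells show activity change below -50%, luminescence cut by over half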;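 also: luciferase reports HSF-1 transcriptional activity via heat shock element; 0% = median of DMSO wells and -100% = zero luminescence signal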
# HSP90 inh – inhibitors of HSP90 luciferase refolding in rabbit reticulocyte lysate; luciferase refolding luminescence, 3 h; inhibition, % at 5.6 µM; 290,000 tested, 0.91% active;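 active = inhibition above the screen-wide mean plus 3 SD, computed separately per campaign, cut at about 16% in these data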;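 also: 0% = DMSO wells and 100% = 60 µM geldanamycin wells; inhibitors lower the luminescence because luciferase stays unfolded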
# PolyA inh – yeast polyadenylation inhibition. S. cerevisiae SKY197-pL101 polyadenylation reporter, beta-gal luminescence; efflux-impaired pdr1/pdr3 knockout yeast; score 100 = 6 SD above DMSO. calls only at 12 µM. 300,000 tested, 0.02% active;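 active = lowest replicate activity score at least 50, where 100 means six control SD above control mean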;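 also: yeast exposed to compound for 9 h at 30 °C; higher score means more reporter readthrough which indicates perturbed polyadenylation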
# aSyn 5UTR inh – 5' untranslated region of α-synuclein, MLPCN primary screen. alpha-synuclein 5'UTR reporter, inhibitor activity. inhibition, % (tested at 7.5 µM). 300,000 tested, 0.82% active. AID 1813; in the data active = inhibition above about 60%;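 also: H4 neuroglioblastoma cells stably carrying SNCA 5'UTR luciferase fusion; 0% = DMSO wells and 100% = positive control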
# GSK3beta inhib – human GSK3beta kinase inhibition. GST-GSK3beta kinase, ADP-Glo luminescence, 60 min; stronger effect = lower value. 300,000 tested, 0.038% active. activity score (negative = inhibition), % at 10 µM;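 active = more than half of replicate wells score below -50%, meaning over 50% inhibition versus plate controls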;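 also: 0% = median DMSO wells and -100% = median GW8510 positive control wells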
# Target sequence (P49841 whole entry, looked up): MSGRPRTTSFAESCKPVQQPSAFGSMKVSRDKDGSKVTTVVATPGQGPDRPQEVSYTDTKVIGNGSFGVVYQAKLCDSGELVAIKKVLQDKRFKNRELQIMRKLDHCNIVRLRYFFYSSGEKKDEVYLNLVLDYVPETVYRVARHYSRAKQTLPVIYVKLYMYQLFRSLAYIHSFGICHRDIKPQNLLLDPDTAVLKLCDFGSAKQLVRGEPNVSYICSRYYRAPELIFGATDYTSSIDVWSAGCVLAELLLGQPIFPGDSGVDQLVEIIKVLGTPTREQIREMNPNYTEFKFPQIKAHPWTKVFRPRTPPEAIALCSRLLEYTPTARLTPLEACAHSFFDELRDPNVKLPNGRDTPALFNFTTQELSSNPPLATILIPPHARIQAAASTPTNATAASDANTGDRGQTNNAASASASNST
#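 Test system – GST-tagged human GSK3beta kinase, cell-free · Incubation – 60 min enzyme reaction, room temperature · Signal – ADP-Glo luminescence · Also added – peptide substrate and ATP at 25 µM · Controls – DMSO neutral wells and GW8510 at 20 µM as positive · Buffer or medium – Tris/MgCl2 kinase buffer · Measure – Luminescence-derived activity versus plate DMSO and GW8510 wells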
# * marks the source's active call; other numbers are inactive results; i = inactive; / = no result given. Some of the compounds tested; the hit share may differ from the screen's.
SMILES,GSK3A inh,IEC-6 cytotox,KLF5 inh,HSF-1 act,AI-2 QS modul,HSF1 inhib,HSP90 inh,PolyA inh,aSyn 5UTR inh,GSK3beta inhib
COc1ccc(S(=O)(=O)N(CC(=O)Nc2ccccc2C(=O)N2CCOCC2)c2ccc(F)cc2)cc1,-1,-8,-40,-5,6,-1,0,i,2,3
O=C(Nc1cc(S(=O)(=O)N2CCOCC2)ccc1OCC(F)(F)F)C1=COCCO1,-2,/,/,11,-2,-10,/,i,2,-4
N/C(=N\OC(=O)c1ccoc1)c1ccc(Br)cc1,2,0,-213,69*,8,30,5,i,-111,-3
CCCCCCn1cnc2c(c1=O)c1nc3ccccc3nc1n2Cc1cccs1,-1,-1,-37,6,18,-3,1,i,-8,1
Cc1cccc(NS(=O)(=O)c2ccc(NC(=O)N3CCCCC3)cc2)c1,-1,1,-17,4,23,-1,-1,i,-2,0
CCOc1cccc(N2C(=O)CC(N3CCC(C(N)=O)(N4CCCCC4)CC3)C2=O)c1 (centres undefined),-7,-7,-8,11,23,-5,0,i,-3,-1
COc1ccc(CCNC(=O)C(=O)NCC2OCCCN2S(=O)(=O)c2cc(C)ccc2C)cc1 (centres undefined),0,3,-39,9,15,2,-1,i,4,1
CC(C)(C)c1ccc(Cn2nnc3c(=O)[nH]c(C4CCN(C(=O)c5ccco5)CC4)nc32)cc1,/,4,-3,22,35,4,-1,i,13,-3
CCOc1ccc(OCCN2CCCCC2)cc1,/,4,-8,-3,11,-7,-1,i,5,2
COC(=O)c1ccccc1COn1c(=O)c(C)[n+]([O-])c2ccccc21,-2,1,7,2,23,-5,-2,i,-5,-1
COc1ccc(S(=O)(=O)NCc2ccccn2)cc1Cl,-1,-1,-14,-2,5,-2,0,i,-18,1
COc1ccc(NS(=O)(=O)c2ccc(S(=O)(=O)N3CCOCC3)cc2)cc1,-2,-6,-14,1,22,-2,1,i,-3,2
C=CCNC(=O)c1ccccc1NC(=O)Nc1ccccc1,0,-5,-48,8,25,2,-1,i,-12,4
CN(Cc1ccon1)Cc1cn(C)nc1-c1ccc2c(c1)OCCO2,-3,3,-24,1,4,-7,0,i,12,2
CC(C)(C)NC(=O)c1ccc2c(c1)C(=O)N(Cc1ccco1)C2=O,0,1,-10,-3,-12,2,2,i,2,2
O=c1[nH][nH]c(-c2ccccc2)c1C=Nc1ccccc1,-3,-10,-9,6,5,5,-1,i,3,-1
O=C(CN1CCN(Cc2ccc(F)cc2)CC1)Nc1ccccc1F,-3,-4,-8,-17,-3,-6,-1,i,1,-3
CN1CCC(N(C)S(=O)(=O)c2ccc(NC(=O)COc3ccc(F)cc3Cl)cc2)CC1,-2,5,14,-6,0,-5,6,/,-19,-8
Cc1cc(NC(=O)Cn2cnc3c(cnn3C(C)(C)C)c2=O)no1,0,-3,3,-2,22,-4,1,i,3,3
C[n+]1ccc(/C=C/c2c[nH]c3ccc(F)cc23)cc1,4,0,-11,7,1,-8,2,i,-10,-6
Fc1ccccc1/C=N/n1c(C2CCCCC2)n[nH]c1=S,11,2,-39,-16,-4,-14,5,i,11,-1
CCCc1nc(SCC(=O)NNC(=O)C2CCCCC2)c2ccccc2n1,0,-4,-22,-4,13,5,-2,i,4,0
COc1ccccc1-c1nc2ccccc2nc1-c1ccccc1OC,-1,10,16,-10,0,-1,3,i,10,0
CC(=O)c1c(C)[nH]c(C(=O)COC(=O)CN(C)S(=O)(=O)c2ccc(Cl)cc2)c1C,4,-1,4,6,12,-5,4,i,14,0
CC(C)(C)c1ccc(NC(=O)Nc2ccc3ccccc3n2)cc1,-1,-9,-3,16,15,5,2,i,-13,-1
SMILES,GSK3A inh,IEC-6 cytotox,KLF5 inh,HSF-1 act,AI-2 QS modul,HSF1 inhib,HSP90 inh,PolyA inh,aSyn 5UTR inh,GSK3beta inhib
CC(=O)NC(N1CCCCC1)C(F)(F)C(F)(F)C(F)(F)C(F)F (centres undefined),-1,3,-28,-6,25,0,1,i,25,0
OC(COc1ccc2ccccc2c1)CN1CCCC1 (centres undefined),-1,2,-26,-1,7,-2,0,i,-4,4
Cn1c(N)c(C#N)c(C#N)c1-c1ccccc1,1,0,-20,/,/,/,-4,/,/,/
COc1ccc(C(=O)NCC(=O)OCC(=O)Nc2cc(OC)ccc2OC)cc1,-1,0,-21,4,16,3,4,i,-11,-1
O=C(Nc1ccncc1)c1cccc(S(=O)(=O)N2CCN(c3ccc(F)cc3)CC2)c1,-4,/,/,-4,15,-2,/,i,-11,-3
CCOC(=O)C1=C(C)C(c2ccccc2OC)NC(=O)N1 (centres undefined),1,-1,18,0,-1,-1,-3,i,4,1
O=C(/C=C/c1ccco1)NCC1OCCc2ccccc21 (centres undefined),-2,0,2,-2,4,-3,1,i,-19,-2
[O-]c1c[n+](-c2ccc(-[n+]3cc([O-])on3)cc2)no1,/,-1,2,15,40,2,4,i,-24,-3
Cc1ccc(Oc2ncccc2/C=N/O)cc1,-2,-2,-19,-20,0,-7,-2,i,-8,-1
COc1ccc(/C=N\NC(=O)c2sc(N)nc2C)cc1OC,0,4,-20,-4,26,3,-2,i,-4,6
COc1ccc(C(c2oc(CO)cc(=O)c2O)c2oc(CO)cc(=O)c2O)cc1OC,0,-9,-40,-10,-1,-2,-5,i,15,3
c1ccc(-c2ccc(OCCN3CCOCC3)cc2)cc1,2,-3,-100,44,-17,7,-1,i,-94,2
CC1CN(C(=O)/C=C/c2ccc(SC(F)F)cc2)CC(C)O1 (centres undefined),-1,10,-18,-14,-8,2,-2,i,23,1
CC(C)(C)OC(=O)C1C(=O)CC(C)(O)C(C(=O)OC(C)(C)C)C1c1ccco1 (centres undefined),-1,3,-20,1,-1,-9,0,i,18,-3
CC(OC(=O)CCN=C1NS(=O)(=O)c2ccccc21)C(=O)NCc1ccccc1 (centres undefined),-1,/,/,-5,17,-6,/,i,5,0
Cc1ccc(S(=O)(=O)NCCCC(=O)C=[N+]=[N-])cc1,0,1,-1,/,/,/,-2,/,/,/
CCOC(=O)c1cccc(NC(=O)c2ccc(NC(=O)c3ccco3)cc2)c1,0,-1,-22,30,7,8,-2,i,-67,-2
CSc1nnc(-c2cnccn2)n1C,-2,2,-13,-3,32,-1,1,i,-20,2
O=S(=O)(c1ccc(-c2csc(-c3cccnc3)n2)cc1)N1CCCC1,0,1,8,8,22,8,-3,i,39,-1
CC(C)c1ccc(C(=O)N2CCCN(C(=O)c3ccc(C(C)C)cc3)CC2)cc1,1,4,-11,-8,32,4,0,i,-12,5
Cc1ccc(CNC(=O)CCCn2c(=O)c3ccccc3n(CC(=O)NC3CCCC3)c2=O)cc1,-1,-7,-16,-1,5,2,0,i,2,2
CCOC(=O)C1=NOC(CN(c2ccccc2)S(=O)(=O)c2ccc(Cl)cc2)C1 (centres undefined),1,-1,-12,-1,22,-2,0,i,10,-1
CCn1c(SCc2nnc(-c3ccccc3)o2)nnc1-c1ccc(S(=O)(=O)N2CCCC2)cc1,0,-1,12,6,14,0,5,i,11,-2
Cc1ccc(S(=O)(=O)N2CCN(C(=O)CCC(=O)NCc3cccc(C(F)(F)F)c3)CC2)cc1,-2,/,/,-3,8,9,/,i,18,3
Cn1c(=O)c2c(ncn2CC(O)CNc2ccc(Br)cc2)n(C)c1=O (centres undefined),0,-2,-24,-9,0,7,-4,i,0,-6
SMILES,GSK3A inh,IEC-6 cytotox,KLF5 inh,HSF-1 act,AI-2 QS modul,HSF1 inhib,HSP90 inh,PolyA inh,aSyn 5UTR inh,GSK3beta inhib
Cc1c(C(=O)N2CCc3ccccc3C2)oc2ccc(S(=O)(=O)N3CCCCCC3)cc12,0,-4,-16,11,0,-1,-6,i,-3,4
CCc1nnc(NS(=O)(=O)c2ccc(NC(=S)NC(=O)/C=C/c3ccc([N+](=O)[O-])cc3)cc2)s1,2,-7,-8,-20,30,1,2,i,10,2
COc1ccc(OC)c(NC(=O)C(=O)NNC(=O)C23CC4CC(CC(C4)C2)C3)c1,-2,1,12,24,11,3,1,i,9,-2
O=C(C1=C(O)C(=O)N(CCN2CCOCC2)C1c1cccs1)c1cc2ccccc2o1 (centres undefined),0,/,/,-3,6,3,/,i,-16,-1
O=C(CCC1CCCN(c2ncccn2)C1)NCc1ccccc1F (centres undefined),-6,-3,9,15,50,-2,1,i,-8,2
Cc1cc(C)nc(/N=C(\N)Nc2ccccc2-c2ccccc2)n1,2,0,-8,/,13,/,5,i,-1,-2
O=C(CCCn1c(=S)[nH]c2ccccc2c1=O)N1CCN(c2cccc(Cl)c2)CC1,/,-5,-18,4,4,0,-3,i,18,1
CNC(=O)CSc1nc2ccccc2c(=O)n1-c1cc(OC)ccc1OC,-3,2,0,-4,-2,3,0,i,-5,-6
CC(C)N1C(=O)CC(Nc2ccc(N3CCOCC3)cc2)C1=O (centres undefined),7,4,-26,2,4,-10,11,i,-145,3
COc1ccccc1-c1nnc(NC(=O)CCS(=O)(=O)c2ccccc2)o1,-1,-6,-8,3,-18,3,-1,i,-16,0
CCOC(=O)C1C(=O)CC(C)(O)C(C(=O)OCC)C1c1ccco1 (centres undefined),0,-4,-19,-1,6,-3,-2,i,3,1
COc1ccc(-n2c(O)c(/C=N/NS(=O)(=O)c3cc(C)ccc3C)c3ccccc3c2=O)cc1OC,-4,-1,1,-2,8,1,6,i,18,1
COc1cccc(CC(=O)OCC(=O)N(C)CC(=O)Nc2ccc(F)cc2)c1,10,/,/,16,31,7,/,i,-12,2
COc1ccc(Cl)cc1NC(=O)CCS(=O)(=O)c1ccc(C)cc1,-1,-3,2,2,36,3,-1,i,-5,-1
Cc1ccc(C(=O)N2CCCCCC2)cc1S(=O)(=O)N1CCOCC1,-2,-2,-1,1,-5,-1,-4,i,-9,0
Clc1ccc(/C=N/Nc2nnc(Cl)c3ccccc23)cc1,-3,5,1,121*,31,85,2,i,-165,1
N#CC(=C=[N-])c1nc2ccccc2nc1-[n+]1cccc(NC(=O)c2cccs2)c1,0,4,12,-23,7,-7,1,i,4,-3
Cc1cccc(-c2oc3ccccc3c2-c2ccc3c(c2)OCO3)c1,1,2,3,-2,20,-1,-6,i,21,-1
CSC(=Nc1cccc(C)c1)NC#N,1,4,-4,-7,15,-2,3,i,6,1
Cc1nnc(SCC(=O)c2ccc(Br)cc2)s1,-1,-1,10,67*,34,49,3,i,-9,-2
O=C(Cn1cnc2c(nnn2Cc2ccccc2)c1=O)NCc1ccco1,-1,1,14,-3,25,-1,1,i,-2,4
CC(C)Oc1ccc(C(=O)NC2(C(F)(F)F)N=C3SCCN3C2=O)cc1 (centres undefined),-3,1,7,-10,14,-3,4,i,-1,0
c1cncc(CSc2nnc(-c3cccnc3)n2Cc2ccco2)c1,/,3,-6,-2,28,-4,-1,i,7,-2

# 2 successive records from above, for reference:
SMILES,GSK3A inh,IEC-6 cytotox,KLF5 inh,HSF-1 act,AI-2 QS modul,HSF1 inhib,HSP90 inh,PolyA inh,aSyn 5UTR inh,GSK3beta inhib
COc1ccc(C(c2oc(CO)cc(=O)c2O)c2oc(CO)cc(=O)c2O)cc1OC,0,-9,-40,-10,-1,-2,-5,i,15,3
c1ccc(-c2ccc(OCCN3CCOCC3)cc2)cc1,2,-3,-100,44,-17,7,-1,i,-94,2
